Bioassay records deposited in PubChem by Sanford-Burnham Center for Chemical Genomics.
Mdm2-MdmX inh: inhibitors of human Mdm2/MdmX interaction. 330,000 compounds, 3% hits. AID 485346. inhibition, % at 8 µM. SaOS-2 split-luciferase Mdm2/MdmX complementation, luminescence. O15151+Q00987;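 active = inhibition of at least 50% at 8 µM in the primary screen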
UPR CHOP act: apoptotic UPR (CHOP) activation; 330,000 compounds, 0.34% hits; CHO-CHOP luciferase reporter, luminescence; percent of tunicamycin response over DMSO baseline; AID 449763; activation, % at 10 µM;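 active = at 10 µM dose, activation of 40% or more, normalized to positive control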;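 also: 100% = tunicamycin at 10 µg/mL and 0% = DMSO alone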
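System: CHO-CHOP luciferase reporter cell line; amount: 500 cells/well; buffer or medium: F12 medium containing 10% fetal bovine serum; incubation: 6 h compound exposure at 37 °C after overnight seeding; measured by: luciferase luminescence after 10 min with Steady-Glo reagent; evaluation: % reporter activation, DMSO baseline versus tunicamycin full activation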
APJ antag: APJ receptor antagonism; P35414; CHO-K1 APJ beta-arrestin complementation, luminescence; inhibition, % at 20 µM; 330,000 compounds, 0.32% hits;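 active = inhibition above about 40% at 20 µM, limit read from the data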;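 also: cells challenged with 10 nM apelin-13 agonist together with compound; plate controls were apelin-13 plus DMSO wells for no effect and DMSO wells lacking apelin-13 for full effect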
Target sequence (P35414 whole entry, looked up): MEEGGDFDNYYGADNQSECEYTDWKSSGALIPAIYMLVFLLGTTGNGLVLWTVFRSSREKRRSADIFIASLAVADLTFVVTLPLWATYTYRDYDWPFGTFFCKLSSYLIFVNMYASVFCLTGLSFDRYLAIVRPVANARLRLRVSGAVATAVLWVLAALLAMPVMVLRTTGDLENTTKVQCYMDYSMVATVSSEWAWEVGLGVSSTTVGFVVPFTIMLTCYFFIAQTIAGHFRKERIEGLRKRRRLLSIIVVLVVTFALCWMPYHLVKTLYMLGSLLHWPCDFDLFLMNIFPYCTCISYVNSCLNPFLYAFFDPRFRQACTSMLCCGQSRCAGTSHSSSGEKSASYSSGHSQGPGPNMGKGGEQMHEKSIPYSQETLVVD
tim23-1 inh: growth inhibitors of tim23-1 mutant yeast | S. cerevisiae tim23-1 growth, BacTiter-Glo luminescence, 24 h | inhibition, % at 20 µM | AID 463212 | 330,000 compounds, 1.3% hits;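 active = growth inhibition of the mutant yeast at or above 50%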;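 also: temperature-sensitive mutant grown at 25 °C; plate controls were DMSO-treated mutant yeast for no effect and medium wells lacking yeast for full effect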
APJ agonist: agonists of human APJ apelin receptor | P35414 | CHO-K1 APJ PathHunter beta-arrestin, luminescence; 0% DMSO wells, 100% apelin | activation, % at 20 µM | 330,000 compounds, 0.11% hits | AID 2520;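 active = activation more than six SD over the plate average, tested at 20 µM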;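 also: 0% = DMSO alone and 100% = apelin-13 at 10 nM; some results filed as inactive read as strong as hits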
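Test system: CHO-K1 APJ beta-arrestin complementation cell line | Compound: Single test compound dose, 20 µM final, 1% DMSO | Incubation: Compound 90 min 25 °C, reagent 1 h | Measured by: beta-gal luminescence | Read-out basis: APJ–arrestin association signal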
tim10-1 inh: inhibits growth of tim10-1 mutant yeast | AID 463190 | inhibition, % at 20 µM | S. cerevisiae tim10-1 ts strain growth, BacTiter-Glo, 24 h | 330,000 compounds, 2.2% hits;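 active = inhibition of at least 40%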;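 also: mutant grown at 25 °C; 0% = DMSO wells with yeast and 100% = wells holding no yeast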
TIM10 inh: TIM10 yeast growth inhibition; S. cerevisiae TIM10 strain growth, BacTiter-Glo luminescence, 24 h; inhibition, % at 10 µM; 330,000 compounds, 1.4% hits; AID 463195;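 active = inhibition of 40% or more at the single tested concentration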;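 also: wild-type TIM10 isogenic control strain grown at permissive 25 °C; 0% = DMSO yeast wells and 100% = minimal medium wells without yeast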
UPR XBP1 act: adaptive UPR (XBP1) activation | 330,000 compounds, 0.33% hits | CHO-XBP1 luciferase reporter, IRE1-XBP1 UPR activation, luminescence; percent of tunicamycin response, DMSO as zero | activation, % at 20 µM;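 active = versus positive control, 20 µM dose yields 30% or more activation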;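 also: 100% = tunicamycin at 10 µg/mL and 0% = DMSO only wells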
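Assay system: CHO-XBP1 luciferase reporter cells; Schedule: 6 h treatment, 37 °C; Detection: glow luminescence from Steady-Glo reagent; Benchmarks: high control tunicamycin 10 µg/mL final, low control DMSO vehicle only.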
CXCR6 inh: blocks human CXCR6 beta-arrestin recruitment; O00574; CHO-K1 PathHunter CXCR6 beta-arrestin, luminescence; inhibition, % at 20 µM; 360,000 compounds, 0.36% hits; AID 602244; in the data active = inhibition above about 34%, passing the limit was not always enough;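 also: antagonist mode with CXCL16 agonist at 10 nM final; 0% = 10 nM CXCL16 with DMSO and 100% = unstimulated wells without agonist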
Target sequence (O00574 whole entry, looked up): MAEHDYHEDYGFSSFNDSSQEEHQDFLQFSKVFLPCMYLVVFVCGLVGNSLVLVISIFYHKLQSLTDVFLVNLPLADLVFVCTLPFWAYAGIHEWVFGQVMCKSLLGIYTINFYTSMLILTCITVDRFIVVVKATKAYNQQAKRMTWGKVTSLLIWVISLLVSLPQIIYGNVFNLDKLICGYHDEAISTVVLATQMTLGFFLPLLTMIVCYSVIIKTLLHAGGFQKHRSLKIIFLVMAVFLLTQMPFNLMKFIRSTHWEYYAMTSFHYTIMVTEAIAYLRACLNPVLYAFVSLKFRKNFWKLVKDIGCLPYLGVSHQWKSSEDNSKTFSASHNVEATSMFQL
* hit, by the source's call. Only part of the results is shown; the hit share may differ from the screen's.

How did CCOP(=O)(OCC)C(NC(=O)Nc1c(C)cc(C)cc1C)c1ccccc1 (stereo unspecified) do in these assays?
Mdm2-MdmX inh: -8; UPR CHOP act: 0.0; APJ antag: 2; tim23-1 inh: -2; APJ agonist: -2; tim10-1 inh: 11; TIM10 inh: 9; UPR XBP1 act: -4; CXCR6 inh: 2

What do the screens show for `COC(=O)C1=C(C)NC(=O)/C1=C\c1cc(C)n(-c2ccccc2F)c1C`?
Mdm2-MdmX inh: 34; UPR CHOP act: 4.6; APJ antag: 11; tim23-1 inh: 19; APJ agonist: 0; tim10-1 inh: 27; TIM10 inh: 11; UPR XBP1 act: 4; CXCR6 inh: 5

How did Cc1cc(/C=N/n2cnnc2)c(C)n1-c1ccc2ncccc2c1 do in these assays?
Mdm2-MdmX inh: 12; UPR CHOP act: -0.1; APJ antag: -9; tim23-1 inh: -27; APJ agonist: -2; tim10-1 inh: -31; TIM10 inh: -30; UPR XBP1 act: -2; CXCR6 inh: -11

Results for Cc1cccc(Cn2c(C(C)(C)C)cc3cccnc32)c1 ?
Mdm2-MdmX inh: 40; UPR CHOP act: 0.1; APJ antag: 22; tim23-1 inh: -12; APJ agonist: -2; tim10-1 inh: -1; TIM10 inh: -8; UPR XBP1 act: -4; CXCR6 inh: 10

How did C(=N\Nc1ccccc1)/c1ccc(N2CCOCC2)cc1 do in these assays?
Mdm2-MdmX inh: -14; UPR CHOP act: 4.6; APJ antag: 3; tim23-1 inh: 3; APJ agonist: 3; tim10-1 inh: -5; TIM10 inh: -22; UPR XBP1 act: 2; CXCR6 inh: -4

Results for O=[N+]([O-])c1cc(C(F)(F)F)ccc1NCCc1c[nH]c2ccc(O)cc12 ?
Mdm2-MdmX inh: -23; UPR CHOP act: 1.4; APJ antag: 2; tim23-1 inh: 26; APJ agonist: 3; tim10-1 inh: 12; TIM10 inh: -91; UPR XBP1 act: -4; CXCR6 inh: -4

How did Cc1ccccc1-n1nc(CSc2nc3ccccc3[nH]2)c(-c2ccccc2)c1N do in these assays?
Mdm2-MdmX inh: -1; UPR CHOP act: 0.4; APJ antag: -3; tim23-1 inh: 32; APJ agonist: -3; tim10-1 inh: 21; TIM10 inh: 22; UPR XBP1 act: 0; CXCR6 inh: 5

What do the screens show for `NC(=O)[C@@H]1CCCN1C(=O)c1ccc2nc(Cc3cccc(Cl)c3)oc2c1`?
Mdm2-MdmX inh: 17; UPR CHOP act: -0.5; APJ antag: 6; tim23-1 inh: 3; APJ agonist: -1; tim10-1 inh: 5; TIM10 inh: 6; UPR XBP1 act: -2; CXCR6 inh: -1

What do the screens show for `CCOc1cccc(CNCCO)c1OCc1ccc(Cl)cc1`?
Mdm2-MdmX inh: -9; UPR CHOP act: 0.4; APJ antag: -13; tim23-1 inh: 14; APJ agonist: -1; tim10-1 inh: 10; TIM10 inh: 9; UPR XBP1 act: -2; CXCR6 inh: -9

What do the screens show for `Nc1nnnn1/N=C/c1cc(Br)ccc1O`?
Mdm2-MdmX inh: 19; UPR CHOP act: -0.7; APJ antag: -2; tim23-1 inh: 1; APJ agonist: 3; tim10-1 inh: 4; TIM10 inh: 12; UPR XBP1 act: 4; CXCR6 inh: 12

How did O=C(NCCOC(=O)c1ccc(F)cc1)c1ccc(F)cc1 do in these assays?
Mdm2-MdmX inh: 8; UPR CHOP act: -2.1; APJ antag: 7; tim23-1 inh: 7; APJ agonist: -3; tim10-1 inh: -14; TIM10 inh: 2; UPR XBP1 act: -4; CXCR6 inh: -2

How did CC1(C)CC2(CCO1)OC(=O)CC2C(=O)NCc1ccccc1 (stereo unspecified) do in these assays?
Mdm2-MdmX inh: 12; UPR CHOP act: -1.5; APJ antag: 2; tim23-1 inh: -2; APJ agonist: 0; tim10-1 inh: 2; TIM10 inh: -9; UPR XBP1 act: 1; CXCR6 inh: 4

Results for O=C(O)CN1C(=O)C(=O)N(Cc2cccc(F)c2)C1=O ?
Mdm2-MdmX inh: -8; UPR CHOP act: 1.2; APJ antag: 6; tim23-1 inh: 8; APJ agonist: 1; tim10-1 inh: 11; TIM10 inh: 7; UPR XBP1 act: -1; CXCR6 inh: 1

Results for N#C/C(=C/c1ccc(CNS(=O)(=O)c2ccccc2)o1)C(N)=O ?
Mdm2-MdmX inh: 10; UPR CHOP act: 0.0; APJ antag: 9; tim23-1 inh: 7; APJ agonist: -2; tim10-1 inh: 1; TIM10 inh: -5; UPR XBP1 act: -5; CXCR6 inh: -4

What do the screens show for `Oc1c(C(c2ccccc2Cl)N2CCCC2)ccc2cccnc12` (stereo unspecified)?
Mdm2-MdmX inh: 69*; UPR CHOP act: 106*; APJ antag: 56*; tim23-1 inh: 65*; APJ agonist: -7; tim10-1 inh: 25; TIM10 inh: 10; UPR XBP1 act: 25; CXCR6 inh: 24

Results for CC(C)CNS(=O)(=O)c1cc(C(=O)OCC(=O)N2CCOCC2)c(Cl)cc1Cl ?
Mdm2-MdmX inh: 19; UPR CHOP act: 2.1; APJ antag: 5; tim23-1 inh: 4; APJ agonist: -4; tim10-1 inh: -1; TIM10 inh: 15; UPR XBP1 act: 1; CXCR6 inh: -4

What do the screens show for `CCOCCCNC(=O)C(NC(=O)C1CCC(=O)N1)c1ccc(C)cc1` (stereo unspecified)?
Mdm2-MdmX inh: 24; UPR CHOP act: -1.2; APJ antag: 4; tim23-1 inh: 13; APJ agonist: 3; tim10-1 inh: 3; TIM10 inh: -9; UPR XBP1 act: -1; CXCR6 inh: 2

What do the screens show for `O=C(Nc1cnn(Cc2ccc(Cl)cc2Cl)c1)c1noc2c1CCCC2`?
Mdm2-MdmX inh: 3; UPR CHOP act: -0.1; APJ antag: 5; tim23-1 inh: 36; APJ agonist: 0; tim10-1 inh: 37; TIM10 inh: 15; UPR XBP1 act: -1; CXCR6 inh: 2

What do the screens show for `O=S(=O)(c1ccc(Cl)cc1Cl)n1ccc2cccnc21`?
Mdm2-MdmX inh: 15; UPR CHOP act: -1.2; APJ antag: 4; tim23-1 inh: 27; APJ agonist: -4; tim10-1 inh: -14; TIM10 inh: -21; UPR XBP1 act: -4; CXCR6 inh: 9

How did COC(=O)c1ccc(NC(=O)c2sc3nc(-c4ccccc4)cn3c2C)cc1 do in these assays?
Mdm2-MdmX inh: 3; UPR CHOP act: -2.9; APJ antag: -5; tim23-1 inh: 7; APJ agonist: 3; tim10-1 inh: 9; TIM10 inh: -5; UPR XBP1 act: 0; CXCR6 inh: -13

Results for Cc1ccn2c(=O)c(C(=O)NCCCN3CCCC3=O)c(O)nc2c1 ?
Mdm2-MdmX inh: 10; UPR CHOP act: 2.0; APJ antag: 3; tim23-1 inh: -15; APJ agonist: -4; tim10-1 inh: -16; TIM10 inh: 0; UPR XBP1 act: -2; CXCR6 inh: 3

What do the screens show for `Cc1ccccc1C(=O)NC(=S)NCCC1=CCCCC1`?
Mdm2-MdmX inh: 23; UPR CHOP act: 2.2; APJ antag: 13; tim23-1 inh: 35; APJ agonist: -2; tim10-1 inh: 37; TIM10 inh: 39; UPR XBP1 act: -2; CXCR6 inh: -2

Results for CCCCCC1C(=O)C[C@@H]2CCN3C(=O)CCC[C@H]1[C@H]23 (stereo partly specified) ?
Mdm2-MdmX inh: 14; UPR CHOP act: 1.1; tim23-1 inh: 21; tim10-1 inh: -8; TIM10 inh: -12; UPR XBP1 act: -1; CXCR6 inh: 7

How did COc1ccc(C(=O)NCC2CCCO2)cc1OC (stereo unspecified) do in these assays?
Mdm2-MdmX inh: -12; UPR CHOP act: -1.0; APJ antag: -7; tim23-1 inh: 8; APJ agonist: 0; tim10-1 inh: -2; TIM10 inh: -19; UPR XBP1 act: -1; CXCR6 inh: -4

Two entries picked at random from the list so far, as already listed:
Results for Cc1cccc(Cn2c(C(C)(C)C)cc3cccnc32)c1 ?
Mdm2-MdmX inh: 40; UPR CHOP act: 0.1; APJ antag: 22; tim23-1 inh: -12; APJ agonist: -2; tim10-1 inh: -1; TIM10 inh: -8; UPR XBP1 act: -4; CXCR6 inh: 10

How did Cc1cc(/C=N/n2cnnc2)c(C)n1-c1ccc2ncccc2c1 do in these assays?
Mdm2-MdmX inh: 12; UPR CHOP act: -0.1; APJ antag: -9; tim23-1 inh: -27; APJ agonist: -2; tim10-1 inh: -31; TIM10 inh: -30; UPR XBP1 act: -2; CXCR6 inh: -11

Continuation.
Results for Cc1cc(C)c2cc(C(=O)Nc3ccccc3)[nH]c2c1 ?
Mdm2-MdmX inh: -24; UPR CHOP act: 5.2; APJ antag: -11; tim23-1 inh: 1; APJ agonist: 1; tim10-1 inh: -16; TIM10 inh: -8; UPR XBP1 act: 7; CXCR6 inh: -10

How did C[C@@H]1COC(=O)[C@H](CC(=O)OC(C)(C)C)C/C=C\C[C@H](CC(=O)NCCO)C(=O)N1 do in these assays?
Mdm2-MdmX inh: -8; UPR CHOP act: -0.3; APJ antag: 10; tim23-1 inh: -2; APJ agonist: -3; tim10-1 inh: -6; TIM10 inh: -6; UPR XBP1 act: -1; CXCR6 inh: 1

How did Nc1c(N(Cc2ccco2)C(=O)COc2ccccc2Cl)c(=O)[nH]c(=O)n1Cc1ccccc1 do in these assays?
Mdm2-MdmX inh: 2; UPR CHOP act: 1.7; APJ antag: 17; tim23-1 inh: -1; APJ agonist: -3; tim10-1 inh: 3; TIM10 inh: 9; UPR XBP1 act: 1; CXCR6 inh: 0

Results for CSc1ccccc1NC(=O)CN(C)C(C)C(=O)NC(=O)NC1CCCCC1 (stereo unspecified) ?
Mdm2-MdmX inh: 16; UPR CHOP act: 1.0; APJ antag: 15; tim23-1 inh: 25; APJ agonist: 2; tim10-1 inh: 15; TIM10 inh: 8; UPR XBP1 act: -3; CXCR6 inh: 9

How did Cc1ccc(N(CC(=O)NC2CCCCC2)C(=O)c2ccc(C)s2)cc1 do in these assays?
Mdm2-MdmX inh: 3; UPR CHOP act: -2.7; APJ antag: 10; tim23-1 inh: 20; APJ agonist: -5; tim10-1 inh: 17; TIM10 inh: 16; UPR XBP1 act: -5; CXCR6 inh: 12

What do the screens show for `Nc1nonc1-n1nncc1-c1ccccc1`?
Mdm2-MdmX inh: 4; UPR CHOP act: -1.1; APJ antag: -15; tim23-1 inh: 5; APJ agonist: -4; tim10-1 inh: -5; TIM10 inh: 3; UPR XBP1 act: -2; CXCR6 inh: -4

Results for C[C@H](NC(=O)Cc1cccc2ccccc12)C(=O)N1CCOCC1 ?
Mdm2-MdmX inh: -4; UPR CHOP act: -1.9; APJ antag: -3; tim23-1 inh: 10; APJ agonist: -5; tim10-1 inh: 10; TIM10 inh: -1; UPR XBP1 act: -1; CXCR6 inh: -4

What do the screens show for `CC1CCCN(C(=O)CCNS(=O)(=O)c2ccc3c(c2)oc(=O)n3C)C1` (stereo unspecified)?
Mdm2-MdmX inh: 27; UPR CHOP act: 0.7; APJ antag: -3; tim23-1 inh: 9; APJ agonist: -3; tim10-1 inh: 15; TIM10 inh: -11; UPR XBP1 act: 0; CXCR6 inh: -23
